DAGLB inhibitor – blocks human DAGLB lipase activity. Q8NCG7. HEK293T DAGLB membrane lysate, EnzChek fluorogenic substrate. inhibition, % at 5.17 µM. hit rate 0.059% among 340,000. AID 504411; in the data active = inhibition above about 34%;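 note: 0% = enzyme with vehicle and 100% = wells lacking enzyme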
Target sequence (Q8NCG7 whole entry, looked up): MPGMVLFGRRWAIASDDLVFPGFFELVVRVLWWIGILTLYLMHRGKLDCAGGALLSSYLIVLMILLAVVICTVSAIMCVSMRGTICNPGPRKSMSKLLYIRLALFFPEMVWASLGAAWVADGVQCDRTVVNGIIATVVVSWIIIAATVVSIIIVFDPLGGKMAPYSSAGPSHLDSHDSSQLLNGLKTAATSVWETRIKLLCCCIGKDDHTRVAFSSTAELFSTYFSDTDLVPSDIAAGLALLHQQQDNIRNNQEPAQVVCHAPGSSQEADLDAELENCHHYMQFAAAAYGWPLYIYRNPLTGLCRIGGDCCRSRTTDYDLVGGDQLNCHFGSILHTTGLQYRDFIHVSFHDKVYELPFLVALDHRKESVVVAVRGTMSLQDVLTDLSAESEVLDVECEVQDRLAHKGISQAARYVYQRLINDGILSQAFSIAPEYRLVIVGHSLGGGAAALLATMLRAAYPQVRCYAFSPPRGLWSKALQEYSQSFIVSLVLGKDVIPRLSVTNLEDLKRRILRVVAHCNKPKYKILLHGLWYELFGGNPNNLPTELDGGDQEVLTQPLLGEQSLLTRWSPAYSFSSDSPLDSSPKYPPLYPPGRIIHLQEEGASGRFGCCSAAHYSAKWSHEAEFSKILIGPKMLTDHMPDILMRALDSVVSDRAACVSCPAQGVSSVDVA
Cardiac RTF inh – cardiac RTF calcium desensitization. IANBD-labeled cardiac RTF, Ca2+ fluorescence. inhibition, % at 7.15 µM. hit rate 0.12% among 340,000;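 active = inhibition above the mean inhibition of all tested compounds plus 3 SD, cut at about 17% in these data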;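 note: assay run at fixed EC70 calcium of 1.6 mM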
PKA-R2B act – PKA-R2B complex activation. P22694+P31323. PKA-R2B holoenzyme dissociation, Cy5-IP20 fluorescence polarization; R2B truncated from residue 108, S112A mutant; 0% DMSO only, 100% 113 µM cGMP. activation, % at 11.4 µM. hit rate 0.079% among 340,000;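 active = activation above a cutoff set at the mean over all compounds plus 3 SD, cut at about 18% in these data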;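 note: higher means more holoenzyme dissociation and a rise in polarization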
Keap1 Nrf2 FP – disrupts human Keap1 binding to Nrf2 peptide; AID 504523; Q14145; hit rate 0.15% among 340,000; Keap1 Kelch-Nrf2 peptide fluorescence polarization, 1536-well; inhibition, % at 9.4 µM; in the data active = inhibition above about 12%; inconclusive = no clear call, values can overlap the other calls; inactive = below about 7.3%;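 note: human Keap1 Kelch domain with fluorescein labeled Nrf2 9mer peptide probe; 0% = neutral control wells and 100% = peptide positive control; higher means more block of Keap1 binding to Nrf2 peptide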
C-LANA FP – KSHV C-LANA DNA binding inhibition; MBP-C-LANA/FAM-LBS DNA binding, fluorescence polarization; inhibition, % at 9 µM; hit rate 0.078% among 340,000; AID 504423;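 active = highest replicate inhibition at or above 60% at 9 µM, even if other replicates fall short; inactive = all replicates below 60% inhibition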;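 note: 0% = neutral control wells and 100% = 4 µM acridine orange control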
SR-BI uptake up – enhances SR-BI lipid uptake from DiI-HDL; activation, % at 12.5 µM; CHO ldlA[mSR-BI] cells, DiI-HDL uptake fluorescence, 3 h; 100 = double the neutral-control signal; AID 504775; hit rate 0.096% among 320,000;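 active = mean replicate activation of at least 60% and every replicate at or above 60%; inconclusive = mean or all-replicate condition met, but not both; inactive = mean below 60% and not all replicates reaching 60%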;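 note: 0% = median plate neutral-control signal and 100% = twice that signal; values of inactives mirror those of a sister screen read the other way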
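Test system: SR-BI-overexpressing, LDLR-lacking CHO cells; Medium: Ham's F12 with 0.5% BSA, HEPES 25 mM, pH 7.4; Schedule: 3 h, 37 °C; Technique: bottom-read fluorescence, 550/595 nm.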
NSD2 inh – NSD2 (human) methyltransferase inhibition. NSD2 peptide methylation, AlphaScreen, 120 min. hit rate 0.54% among 310,000. inhibition, % at 12.5 µM. O96028; in the data active = inhibition above about 50%
PvdQ acylase – blocks Pseudomonas aeruginosa PvdQ acylase activity. purified PvdQ acylase, fluorescence plate reader. inhibition, % at 10 µM. hit rate 0.063% among 340,000; in the data active = inhibition above about 30%, passing the limit was not always enough; inconclusive = no clear call, values can overlap the other calls;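 note: 0% = vehicle neutral wells and 100% = reference inhibitor wells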
Arrestin-AP2 inh – blocks beta-arrestin peptide binding to AP2 adaptin; FITC-arrestin peptide / GST-AP2 beads, flow cytometry; AP2 beta2 appendage carries R879A mutation; inhibition, % at 10 µM; hit rate 0.31% among 340,000; AID 504490;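 active = inhibition above a set limit, near 3 SD of compounds lacking own fluorescence, cut at about 54% in these data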;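 note: plate controls were DMSO wells for no effect and 5 µM unlabelled arrestin peptide for full effect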
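Material – GST-tagged AP2 beta2-adaptin appendage (R879A) on 4 µm glutathione beads · Probe or stimulus – fluorescein-tagged arrestin peptide at 50 nM final · Timing – 12 min plus 1 h, RT · Detection – bead flow cytometry, FITC channel · Read-out basis – inhibition as reduced fluorescein signal on beads, percent · Medium – PBS plus Tween 20 (0.05%) and BSA (0.1%)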
SR-BI DiI inh – inhibitors of mouse SR-BI mediated HDL lipid uptake. ldlA[mSR-BI] CHO cells, DiI-HDL uptake fluorescence, 3 h. inhibition, % at 12.5 µM. hit rate 0.96% among 320,000. AID 488896;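 active = mean replicate inhibition of at least 70% and a set share of replicates each scoring 70 or more; inconclusive = meets just one of the two criteria; inactive = fails both criteria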;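 note: 0% = median of neutral control wells and 100% = median of positive control wells; values of inactives mirror those of a sister screen read the other way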
An asterisk follows results filed as active; u = inconclusive; x = not tested or not shown.

The first 10 entries, ahead of the listing:
SMILES	DAGLB inhibitor	Cardiac RTF inh	PKA-R2B act	Keap1 Nrf2 FP	C-LANA FP	SR-BI uptake up	NSD2 inh	PvdQ acylase	Arrestin-AP2 inh	SR-BI DiI inh
COCCN1Cc2cccc(C(=O)NC(C)c3cccs3)c2C1=O (centres undefined)	-1	-3	1	0	1.1	3	-1	-14	-6	-3
CC(C)c1onc(C(=O)N2CCN(c3ccc(F)cc3)CC2)c1[N+](=O)[O-]	-3	0	0	2	-2.3	1	4	-3	9	-1
CCN(c1ccccc1)S(=O)(=O)c1cc(NC(=O)CSc2n[nH]c(=O)[nH]c2=O)ccc1Cl	-4	-10	2	1	0.7	x	-2	-13	-3	x
COc1ccc(NC(=O)CN(c2ccc(C)cc2)S(=O)(=O)c2c(C)nn(C)c2C)cc1	-2	4	4	-2	1.3	-5	-5	3	28	5
CCCCNCCOCCOc1ccc(F)cc1	0	2	-3	2	3.2	25	9	0	3	-25
O=C(N/N=C/c1cccnc1)c1cccc(S(=O)(=O)N2CCCC2)c1	0	1	-7	-5	1.6	-1	-4	-5	-8	1
CCc1noc(C)c1C(=O)OCC(=O)NC(=O)c1ccccc1OC	-7	-2	-10	2	-1.2	10	-3	1	28	-10
CCN(CC)CCCNC(=O)Cn1ccc2ccccc2c1=O	1	-9	5	-3	-0.4	-4	8	-2	26	4
O=C(c1ccc2c(c1)N(Cc1cccc(Cl)c1)C(=O)c1ccccc1S2(=O)=O)N1CCN(c2ccccn2)CC1	4	-14	0	-3	-0.7	x	-1	-14	-3	x
O=C(NNC(=O)c1ccccc1F)c1cccc(S(=O)(=O)N2CCc3ccccc32)c1	2	-2	-1	3	-1.1	-24	-2	-3	8	24

The whole of this part, previewed entries included:
SMILES	DAGLB inhibitor	Cardiac RTF inh	PKA-R2B act	Keap1 Nrf2 FP	C-LANA FP	SR-BI uptake up	NSD2 inh	PvdQ acylase	Arrestin-AP2 inh	SR-BI DiI inh
COCCN1Cc2cccc(C(=O)NC(C)c3cccs3)c2C1=O (centres undefined)	-1	-3	1	0	1.1	3	-1	-14	-6	-3
CC(C)c1onc(C(=O)N2CCN(c3ccc(F)cc3)CC2)c1[N+](=O)[O-]	-3	0	0	2	-2.3	1	4	-3	9	-1
CCN(c1ccccc1)S(=O)(=O)c1cc(NC(=O)CSc2n[nH]c(=O)[nH]c2=O)ccc1Cl	-4	-10	2	1	0.7	x	-2	-13	-3	x
COc1ccc(NC(=O)CN(c2ccc(C)cc2)S(=O)(=O)c2c(C)nn(C)c2C)cc1	-2	4	4	-2	1.3	-5	-5	3	28	5
CCCCNCCOCCOc1ccc(F)cc1	0	2	-3	2	3.2	25	9	0	3	-25
O=C(N/N=C/c1cccnc1)c1cccc(S(=O)(=O)N2CCCC2)c1	0	1	-7	-5	1.6	-1	-4	-5	-8	1
CCc1noc(C)c1C(=O)OCC(=O)NC(=O)c1ccccc1OC	-7	-2	-10	2	-1.2	10	-3	1	28	-10
CCN(CC)CCCNC(=O)Cn1ccc2ccccc2c1=O	1	-9	5	-3	-0.4	-4	8	-2	26	4
O=C(c1ccc2c(c1)N(Cc1cccc(Cl)c1)C(=O)c1ccccc1S2(=O)=O)N1CCN(c2ccccn2)CC1	4	-14	0	-3	-0.7	x	-1	-14	-3	x
O=C(NNC(=O)c1ccccc1F)c1cccc(S(=O)(=O)N2CCc3ccccc32)c1	2	-2	-1	3	-1.1	-24	-2	-3	8	24
Cc1ccc(SCC(=O)OCC(=O)N(C)CC(=O)Nc2ccc(F)cc2)cc1C	-2	-15	-11	-1	1.2	19	0	-13	-11	-19
CN(C)c1nc(OCCNC(=O)Nc2ccc(Cl)cc2)nc(N(C)C)n1	-10	-12	-10	-2	-0.3	-51	2	-6	8	51
COc1ccc(CCN2CC(C(=O)NCCc3ccc(C(F)(F)F)cc3)CCC2=O)cc1 (centres undefined)	2	-3	-4	-5	0.8	-7	0	-20	-3	7
COCCNC(=O)CN(C(=O)CCC(=O)Nc1ccccn1)c1ccc(F)c(Cl)c1	1	-2	1	-3	0.3	5	0	-6	10	-5
Cc1c(NC(=O)c2ccc(Br)o2)c(=O)n(-c2ccccc2)n1C	0	1	-8	1	0.5	20	x	-8	-2	-20
CCN(CC)CCNC(=O)c1ccc(N2CCCCC2)c(NS(=O)(=O)c2ccc(C)cc2)c1	5	-5	1	-5	0.0	-11	28	0	1	11
CC/C(=N\NC(=O)Nc1ccccc1)c1ccccc1	-3	-2	-14	1	-2.0	7	0	21	18	-7
COc1cc(C(c2c(NC(=O)c3ccco3)sc(C)c2C)N2CCOCC2)cc(OC)c1OC (centres undefined)	3	-5	-2	-6	-1.5	29	0	-2	36	-29
O=C1SC(c2ccccc2)=N/C1=C/c1ccco1	-1	0	7	1	2.4	-1	-2	3	25	1
Cc1ccc(C(=O)Nc2nc(-c3cc(Cl)sc3Cl)cs2)cc1	-19	-4	8	0	-0.5	-27	-2	-8	2	27
Cc1ccccc1C(=O)NCc1nnc(SCC(=O)N2c3ccccc3Sc3ccccc32)n1C	-3	-4	10	2	-1.4	-54	x	-7	-11	54
Cc1ccc2[nH]cc(CCNC(=O)/C=C/c3ccco3)c2c1	-5	-4	2	-2	-8.9	-1	12	-10	13	1
CC(C)C(OC(=O)c1cc2occc2n1C)C(=O)NCc1ccc2c(c1)OCO2 (centres undefined)	-1	-3	-10	-2	-0.2	0	0	4	-25	0
COc1ccc(CCN2CNc3c(c(=O)n(C)c(=O)n3C)C2)cc1	-4	0	2	1	2.1	21	2	3	1	-21
FC(F)(F)C1=CC(c2ccc(Br)cc2)=NCCN1	-1	0	7	3	0.2	15	2	6	19	-15
CC1(C)CC(N2CCN(CCO)CC2)=CC(=S)N1	-1	-3	-6	-20	-1.3	25	-1	-22	6	-25
CCOc1ccc(CCNC(=O)COC(=O)c2c(OC)cccc2OC)cc1OCC	-1	-3	-3	1	0.2	-47	-3	0	26	47
Cc1ccc(Nc2nc(N)nc(CN3CCN(Cc4ccc5c(c4)OCO5)CC3)n2)cc1	-1	3	3	-2	0.9	-1	11	5	33	1
O=C(Nc1cccc(Cl)c1)c1cc(S(=O)(=O)N2CCOCC2)cs1	-5	0	-2	-7	-0.5	-34	-2	-12	5	34
CNC[C@@H]1Oc2c(NC(=O)Nc3ccc(F)cc3)cccc2C(=O)N([C@H](C)CO)C[C@@H]1C	1	-11	-1	-7	-4.2	-18	x	-18	10	18
C/C(CCC(C)C)=N\NC(=S)Nc1cc(S(=O)(=O)N2CCOCC2)ccc1N1CCOCC1	-1	-1	-5	2	-0.5	-16	-3	-4	5	16
CCOC(=O)C1CCN(c2ccc([N+](=O)[O-])cc2)CC1	-7	-5	2	4	-0.9	27	3	37*	1	-27
Cc1ccc(S(=O)(=O)N2CCCCC2)cc1NC(=O)CCc1nc2ccccc2c(=O)[nH]1	3	-11	10	-4	4.5	-11	2	-10	3	11
O=C(C1=C[C@H](c2ccc(Br)cc2)C[C@H](OCCCCO)O1)N1CCN(Cc2ccccc2)CC1	4	-2	-3	0	-1.4	27	x	-6	5	-27
CCCCC#Cc1ccc(C(=O)NNC(=O)Nc2cc(Cl)cc(Cl)c2)o1	1	-7	3	4	-1.1	12	-1	-2	-23	-12
C=CCNC(=O)CN1c2cccc3cccc(c23)S1(=O)=O	-2	0	-6	-2	3.9	-3	-1	-18	2	3
COCCNC(=O)CCCn1c(=O)c2cc(OC)c(OC)cc2n(CC(=O)Nc2ccc(F)cc2)c1=O	-1	-19	-7	4	0.8	x	1	-5	6	x
CN(CC1CCCN(CCc2ccc(F)cc2)C1)C(=O)CCC(F)(F)F (centres undefined)	-1	-1	-2	0	-0.2	-6	0	u	28	6
CCOC(=O)CN(C(=O)CSc1nnc(-c2cccc(OC)c2)o1)c1ccc(F)cc1	-1	-3	-5	1	0.6	-34	-1	-18	-6	34
COCC(C)n1c(SCC(=O)N2CCOCC2)nc2ccccc2c1=O (centres undefined)	0	-3	5	-4	0.2	33	1	3	0	-33
N#Cc1nc(COc2ccc(Cl)cc2)oc1N1CCCCCC1	-7	-9	-15	-4	-1.6	-18	1	-11	-3	18
C=CCNC(=S)NNC(=O)c1csc(CC)c1	-2	10	11	3	-1.6	30	3	6	-19	-30
CSc1sc(C#N)c2c1/C(=N\O)CCC2	-1	-3	4	0	-1.3	2	-1	-13	-3	-2
O=C(O)CCCN=CC1=C(O)CNC1=O	-1	-4	-9	-4	0.1	20	0	-12	6	-20
Cc1ccc(C)c(N2CCN(CCCNC(=O)Cn3cc4c(n3)CCCCC4)CC2)c1	0	-3	-11	-4	1.3	-12	x	6	-3	12
O=C(O)[C@@H]1Cc2ccccc2N1	2	-9	1	-4	0.7	-1	0	-17	-1	1
CC1=CC2=NC(=O)/C(=C\c3cccn3CCOc3ccccc3)C(=N)N2O1	-2	-12	-7	0	-0.5	-55	5	-12	10	55
COc1ccc(C(CNC(=O)c2oc3ccccc3c2C)N2CCCC2)cc1 (centres undefined)	-9	-5	-4	-4	1.3	-18	5	-2	26	18
O=C(O)c1ccc(-c2ccc(OS(=O)(=O)c3ccccc3F)cc2)cc1	2	2	7	-1	-0.8	3	5	-18	-9	-3
C=C1CCC(N(O)c2cc(C)on2)C(=C)CCC2C1CC2(C)C (centres undefined)	-6	-2	10	-1	2.9	1	x	-13	1	-1
O=S(=O)(NCc1ccco1)c1cccc(S(=O)(=O)N2CCCCC2)c1	-3	1	0	-4	-1.6	-22	-5	-11	-4	22
CCOc1ccc(S(=O)(=O)NCCC(=O)N2CCN(Cc3ccccc3)CC2)cc1	1	-12	-11	-4	-1.2	34	2	-14	1	-34
COc1ccc(C(=O)c2cc(C(C)=O)c(Nc3ccccc3)s2)cc1	-6	6	0	0	1.8	-64	-1	13	2	64
CC(C)NC(=O)NS(=O)(=O)c1cnccc1NC1CC2CCC1C2 (centres undefined)	2	-2	5	4	1.7	41	2	-11	-4	-41
